# High-throughput results from PubChem.
# 15-hLO-2 inh: 15-hLO-2 (ALOX15B) enzyme inhibition; O15296; purified 15hLO-2, xylenol orange hydroperoxide absorbance; Potency, µM (highest dose often 57.1 µM), inactives show top-dose activity change, negative = inhibition, usual class: inhibitors; hit rate 0.56% among 110,000; further: potency means the concentration at half of the fitted maximal effect; nearly all actives have a fitted effect of over 60% in size; many of its hits are not listed in these tables
# Target sequence (O15296 whole entry, looked up): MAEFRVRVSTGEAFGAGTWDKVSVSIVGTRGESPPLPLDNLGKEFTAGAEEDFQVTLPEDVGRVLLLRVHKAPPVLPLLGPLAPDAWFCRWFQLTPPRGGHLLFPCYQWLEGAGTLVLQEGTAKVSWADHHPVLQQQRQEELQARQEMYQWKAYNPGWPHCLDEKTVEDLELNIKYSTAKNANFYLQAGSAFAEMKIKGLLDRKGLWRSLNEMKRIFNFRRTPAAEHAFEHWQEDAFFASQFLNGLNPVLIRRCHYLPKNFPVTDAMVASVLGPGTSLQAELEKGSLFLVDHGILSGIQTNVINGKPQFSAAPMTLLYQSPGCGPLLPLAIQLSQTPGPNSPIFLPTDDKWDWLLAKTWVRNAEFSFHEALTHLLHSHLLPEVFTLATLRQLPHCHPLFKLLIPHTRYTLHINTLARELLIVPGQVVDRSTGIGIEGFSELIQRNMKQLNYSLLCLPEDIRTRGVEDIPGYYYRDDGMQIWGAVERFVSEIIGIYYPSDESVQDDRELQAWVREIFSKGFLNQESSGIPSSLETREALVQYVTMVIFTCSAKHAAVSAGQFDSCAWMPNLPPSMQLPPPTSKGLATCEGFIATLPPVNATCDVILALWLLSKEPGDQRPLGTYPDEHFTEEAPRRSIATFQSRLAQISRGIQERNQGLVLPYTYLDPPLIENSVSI
#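 Read-out: hydroperoxide product oxidises ferrous iron, measured as xylenol orange complex via the 573-to-405 nm absorbance ratio after 30 min. Reaction: 50 nM enzyme, 15 min compound preincubation, 45 uM arachidonic acid, 90 min RT, Hepes pH 7.5 with Triton X-100.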
# IMPase inh: cell-permeable inhibitors of inositol monophosphatase (IMPase) | P97697 | CHO-M1 cells, IP1 accumulation, HTRF TR-FRET ratio | inhibition (IP1 accumulation), % at 46.1 µM | 120,000 tested, under 10 active | AID 901; active means well fitted curve in the direction sought with a large enough effect in the signal ratio, not every such curve was filed as active; inconclusive means small, poorly fitted or top-dose-only effect, or a change in a side signal; inactive means no such curve, though single readings can be large or run the other way; the % refers to the signal ratio;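 further: cells stimulated with carbachol in lithium chloride buffer; plate controls were DMSO basal wells for no effect and reference inhibitor wells for full effect; higher means more IMPase inhibition seen as more IP1 and lower FRET ratio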
# Target sequence (P97697 whole entry, looked up): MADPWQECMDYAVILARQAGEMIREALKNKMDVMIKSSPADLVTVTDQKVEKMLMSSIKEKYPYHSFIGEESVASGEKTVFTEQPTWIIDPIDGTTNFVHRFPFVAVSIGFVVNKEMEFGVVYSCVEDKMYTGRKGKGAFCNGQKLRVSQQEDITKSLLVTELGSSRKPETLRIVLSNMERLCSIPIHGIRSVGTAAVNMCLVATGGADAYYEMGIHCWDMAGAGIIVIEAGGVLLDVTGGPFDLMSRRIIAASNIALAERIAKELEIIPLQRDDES
#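 Seeded CHO-M1 cells were dosed with compound at up to 46 uM, stimulated with carbachol for 30 min, then lysed in IP-One detection reagents. Higher IP1 lowers the TR-FRET signal.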
# 12-hLO inh: blocks human 12-lipoxygenase activity. purified 12-hLO, xylenol orange hydroperoxide absorbance. Potency, µM (titrated, usually from 57.1 µM), inactives show top-dose activity change, negative = inhibition, usual class: inhibitors. hit rate 0.12% among 150,000. AID 1452; further: potency means the concentration at half of the fitted maximal effect; nearly all actives have a fitted effect of over 55% in size; many of its hits are not listed in these tables
#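 Hydroperoxide formation by human 12-lipoxygenase from 40 uM arachidonic acid was followed colorimetrically via ferric-xylenol orange complex, using the 573/405 nm absorbance ratio. Enzyme concentration was 150 nM, with 30 min reaction at room temperature.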
# PNC inhibitor: blocks assembly of the perinucleolar compartment | PC3M PTB-GFP, PNC prevalence imaging, 16 h; hits give low values | hit rate 3.1% among 140,000 | activity change (PNC), negative = inhibition, % at 10 µM;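 active means readout at or below -70, meaning at least 70% loss of cells showing the perinucleolar compartment, a nuclear body marking cancer cells; inconclusive means readout between -30 and a set limit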;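 further: plate controls were DMSO wells for no effect and camptothecin positive control wells for full effect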
#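 Compounds are pinned in duplicate onto adhered PC3M cells stably expressing GFP-tagged PTB and incubated 16 h at 37 C. Cells are then fixed, nuclei stained with Hoechst, and PNC-positive cells counted.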
# The depositor's hits bear a star; ? = inconclusive; nt = not tested or not shown; [ ] = remark or other dose. Unless noted, the call rests on the fitted dose curve; in most records, active means well fitted curve in the direction sought with a large enough effect; inconclusive means small, poorly fitted or top-dose-only effect, or another doubt; inactive means no such curve, though single readings can be large; an effect the other way counts as inactive or inconclusive. Unless noted, on the % scale 0 is the no-effect control and ±100 the full control effect. Some of the compounds tested. The share of hits here may be higher or lower than overall.
# The opening 5 entries, ahead of the listing:
SMILES,15-hLO-2 inh,IMPase inh,12-hLO inh,PNC inhibitor
COc1ccc(C(=O)COC(=O)CNC(=O)c2cc(OC)cc(OC)c2)cc1,nt,nt,-1%,?
CCS(=O)(=O)N1CCC(C(=O)NCCCOC)CC1,1%,1,12%,-5
CCCCN(CCCC)CC(O)CN(c1cc([N+](=O)[O-])ccc1OC)S(=O)(=O)c1ccccc1 (stereo not given),nt,4,-3%,52
CCCCOc1ccc(CSc2ncn[nH]2)cc1,33%[activator],5,0%,-7
COc1ccccc1CN1CCC2(CC1)CCN(C(=O)c1cc(C(F)(F)F)cc(C(F)(F)F)c1)CC2,23%,nt,6%,nt

# The listing, from the start:
SMILES,15-hLO-2 inh,IMPase inh,12-hLO inh,PNC inhibitor
COc1ccc(C(=O)COC(=O)CNC(=O)c2cc(OC)cc(OC)c2)cc1,nt,nt,-1%,?
CCS(=O)(=O)N1CCC(C(=O)NCCCOC)CC1,1%,1,12%,-5
CCCCN(CCCC)CC(O)CN(c1cc([N+](=O)[O-])ccc1OC)S(=O)(=O)c1ccccc1 (stereo not given),nt,4,-3%,52
CCCCOc1ccc(CSc2ncn[nH]2)cc1,33%[activator],5,0%,-7
COc1ccccc1CN1CCC2(CC1)CCN(C(=O)c1cc(C(F)(F)F)cc(C(F)(F)F)c1)CC2,23%,nt,6%,nt
CC1CCCC/C1=N/Nc1ccc([N+](=O)[O-])cc1[N+](=O)[O-] (stereo not given),-6%,1,-6%,17
CC(C)NC(=O)c1ccccc1S(=O)c1ccccc1C#N (stereo not given),-3%,-2,0%,-15
CN[C@@H]1[C@H](O[C@H]2[C@@H](O[C@@H]3[C@@H](O)[C@@H](O)[C@@H](N=C(N)N)[C@@H](O)[C@@H]3N=C(N)N)O[C@@H](C)[C@]2(O)CO)O[C@H](CO)[C@@H](O)[C@@H]1O,20%[25.6 µM],-1[20.6 µM],0%[25.6 µM],nt
CC(C)(C)OC(=O)COc1cc(OCC(=O)OC(C)(C)C)c2c(=O)cc(-c3ccccc3)oc2c1,3%,7,9%,48
CC1CCN(S(=O)(=O)c2ccc(NC(=O)CSc3ncccc3C(=O)O)cc2)CC1,-6%,-5,0%,14
CCOC(=O)Cc1csc(NC(=O)c2sc3nc4ccc(CC)cc4cc3c2N)n1,-28%,-25,10µM*,?
CCOc1ccc2nc(NC(=O)Nc3ccccc3)sc2c1,-2%,5,-13%,?
CCOc1ccc(C(=O)N2CCCC2C(=O)O)cc1 (stereo not given),12%,1,-4%,20
Cc1csc(NC(=O)c2ccc(-c3ccc(Cl)cc3Cl)o2)n1,nt,nt,-3%,41
CC(CC1C(C#N)=C(N)OC2=C1C(=O)CCC2)c1ccccc1 (stereo not given),8%,6,-3%,21
Cc1cc(C(=O)NN=C2C3CC4CC(C3)CC2C4)c2ccccc2n1,24%,1,0%,61
CCCCNC(=O)c1ccc2c(c1)N(CC)C(=O)CS2,5%,-2,2%,4
COc1ccc(/C=C/C(=O)Nc2nc(C)c(C(=O)N(C)C)s2)cc1,nt,nt,0%,-17
CCN(CC)CCNc1nc(-c2ccccc2)nnc1C(F)(F)F,-11%[11.4 µM],11[1.84 µM],6%,-23
COCCCN1Cc2cccc(C(=O)O)c2C1=O,8%,6,5%,41
Cc1ccc2c(c1)nnn2C1CCN(S(C)(=O)=O)CC1,4%,-1,-3%,21
CCN(CC)S(=O)(=O)c1cccc(-c2nnc(SCc3nc4ccccc4s3)o2)c1,-2%,4,2%,2
COC(=O)C(C)Oc1ccc2c3c(c(=O)oc2c1)CCCCC3 (stereo not given),11%,-6,-10%,?
Cc1ccc(C)c(NC(=O)C2Cc3ccccc3CN2C(=O)OCc2ccccc2)c1 (stereo not given),4%[11.4 µM],?,-1%,27
O=C(N/N=C/c1c(O)n(-c2ccc(Cl)cn2)c(=O)c2ccccc12)C1CC1,nt,24,2%,-29
COc1ccc(Cc2nc3ccccc3n2CC(=O)N/N=C/c2ccc(C)cc2O)cc1OC,nt,nt,-1%,57
O=C(NC(=S)NCCN1CCOCC1)c1ccccc1Br,nt,nt,-1%,67
CCCc1[nH]nc2c1C(c1ccc(Br)s1)C(C#N)=C(N)O2 (stereo not given),-6%,7,-12%,?
O=C(CSc1nnnn1-c1ccccc1)NCc1ccco1,nt,3,-7%,39
O=S(=O)(NCC1CCN(S(=O)(=O)c2ccccc2)CC1)c1ccccc1,-3%,-10,-4%,17

# Single entries from the results shown.
# CCOC(=O)Cc1csc(NC(=O)c2sc3nc4ccc(CC)cc4cc3c2N)n1 – 15-hLO-2 inh: -28%
# O=C(CSc1nnnn1-c1ccccc1)NCc1ccco1 – IMPase inh: 3

# Further entries follow.
SMILES,15-hLO-2 inh,IMPase inh,12-hLO inh,PNC inhibitor
CO/N=C/C(=N\Nc1ccc(C)cc1)C(=O)c1ccc(OC)cc1,-5%,-3,5%,?
Cc1cc(=O)oc(C)c1C(=O)NCCC(C)C,-6%,-3,2%,?
CCC(C)(C)n1nnnc1C(c1ccncc1)N1CCC(Cc2ccccc2)CC1 (stereo not given),44%[activator],8,2%,-14
COc1ccccc1OCC(=O)NCCNC(=O)COc1ccccc1OC,-6%,?,-1%,3
COCCn1nnnc1C(c1ccc(O)c(OC)c1)N1CCc2ccccc2C1 (stereo not given),3%,-1,-10%,10
CCOC(=O)Nc1ccc(S(=O)(=O)N2CCOCC2)cc1,-10%,2,-13%,0
C=Cc1ccccc1C=C,5%,nt,1%,nt
Cc1ccccc1OCC(=O)N/N=C/c1cccc(Oc2ccc([N+](=O)[O-])cc2[N+](=O)[O-])c1,nt,10,4%,-11
CC(=O)Nc1cccc2ncccc12,nt,-2,-1%,?
C/C(CC(=O)Nc1ccccc1[N+](=O)[O-])=N\NC(=O)COc1ccccc1C,-3%,1,3%,46
C/C(CC1(O)/C(=N/O)CCc2nonc21)=N\O (stereo not given),15%,-8,-1%,9
O=C(Cc1ccccc1[N+](=O)[O-])NCc1ccc2c(c1)OCO2,nt,nt,-2%,18
CS(=O)(=O)N(CC(=O)N1CCN(c2ccccc2F)CC1)C1CCCCC1,nt,5,12%,-88*
CCCCCO,3%,nt,-4%,nt
CC1=C(C(=O)Nc2ccc(C)cc2)C(c2ccco2)NC(=O)N1 (stereo not given),nt,3,0%,8
O=C(/C(C=Nc1cccc(C(F)(F)F)c1)=C(/O)c1ccco1)C(F)(F)F,nt,nt,-10%,8
Cc1nn(-c2ccccc2)c(Cl)c1C1C(C#N)=C(N)OC2=C1C(=O)CCC2 (stereo not given),-1%,7,0%,-6
CCOC(=O)c1c(NC(=O)CCC(=O)N2CCOCC2)sc2c1CC(C)(C)OC2,0%,5,-1%,?
CCN1CCN(C(=O)c2ccc(CN(c3ccccc3)S(=O)(=O)c3ccccc3)cc2)CC1,nt,nt,-2%,?
COC(=O)C1=C(C(=O)c2ccccc2)C(c2ccc(OC)c(OC)c2)Nc2nnnn21 (stereo not given),4%,1,1%,10
c1ccc2nc3[nH]cnc3nc2c1,2%,-5,-4%,38
COC(=O)Cn1cnc2c1c(=O)n(C)c(=O)n2C,nt,1,2%,75
COC(=O)C(NC(=O)C(NC(=O)c1ccccc1)C(C)C)C(C)C (stereo not given),3%[2.29 µM],2,1%,-1
COc1ccc(-c2cnn3c(N)c(S(=O)(=O)C(C)(C)C)cnc23)cc1,7%,9,-4%,102
CCOc1cc(CNCCc2ccccc2)ccc1OCC(=O)NC(C)(C)C,nt,24,-4%,-8
CCOC(=O)N1CCN(CC(O)COCc2ccccc2)CC1 (stereo not given),-3%,11,-4%,?
COc1ccc(Oc2ncc3ncc(=O)n(CCc4ccccc4)c3n2)cc1,3%,nt,1%,nt
Cc1cnc(C(=O)Nc2ccccc2F)cn1,5%,1,-2%,?
CCN(CC)C(=O)CN(c1ccc(F)c(Cl)c1)S(C)(=O)=O,3%,6,0%,32
C=CCOc1c(Cl)cc(CNc2ccc(N(C)C)cc2)cc1OC,-7%,34[activator],?,?

# The listing continues:
SMILES,15-hLO-2 inh,IMPase inh,12-hLO inh,PNC inhibitor
COC(=O)c1cc(Br)c(=O)n(CCN2CCCCC2)c1,3%,-2,-7%,9
O=C(/C=C/c1ccc(N2CCCCC2)c([N+](=O)[O-])c1)c1ccc(S(=O)(=O)N2CCCC2)cc1,nt,nt,-1%,31
CCOC(=O)N1CCN(C(=O)CN(C)S(=O)(=O)c2ccc(OC)c(OC)c2)CC1,-5%,-20,-1%,23
COCC(C)n1c(SCc2nc(N)nc(Nc3ccccc3C)n2)nc2ccccc2c1=O (stereo not given),22%,?,-7%,28
Cc1nc2oc3c(NCc4ccccn4)ncnc3c2c2c1COC(C)(C)C2,1%,-3,1%,?
CCCOc1ccc(C(CC(=O)O)NC(=O)c2cccs2)cc1 (stereo not given),-3%,0,-3%,-7
CN1CCN(c2ncc3nc(CCc4ccccc4)c(=O)n(CCC#N)c3n2)CC1,16%,nt,8%,nt
O=C(OC(C(=O)Nc1cccc(C(F)(F)F)c1)c1ccccc1)C1CCCCC1 (stereo not given),nt,14,-12%,-23
CSc1ccc2[nH]c(=O)cc(C)c2c1,-2%,-3,-5%,-1
COc1cc(CNC2CCCCCC2)cc(OC)c1O,9%,4,-1%,-13
Cc1ccc(OCc2nc3ccccc3[nH]2)cc1,nt,nt,-4%,10
Cc1ccc(S(=O)(=O)N2CCOCC2)c2nsnc12,3%,0,7%,8
CCC(NC(=O)c1cccc(Cn2nc(C)c([N+](=O)[O-])c2C)c1)c1ccc(C(C)C)cc1 (stereo not given),0%,-2,-5%,9
CCOc1ccc(N(CC)S(=O)(=O)c2ccc3c(c2)oc(=O)n3C)cc1,nt,8,8%,18
Cc1cc(C)cc(N2C(=O)C3NN=C(C(=O)OCc4ccccc4)C3C2=O)c1 (stereo not given),nt,nt,1%,12
O=C(NC1CCCc2ccccc21)C1CCN(S(=O)(=O)c2cccc3nonc23)CC1 (stereo not given),3%,7,5%,24
CCOc1ccc2[nH]c(=O)c(CN(CCN3CCOCC3)Cc3nnnn3C(C)(C)CC)cc2c1,22%,3,-3%,-3
Cc1cccc(OCC(=O)NNC(=O)Nc2cccc(Cl)c2)c1C,5%,6,-1%,10
Cc1cc(F)ccc1S(=O)(=O)Nc1ccccc1C(=O)Nc1ccccc1-c1nc2ccccc2[nH]1,nt,nt,-2%,31
O=S(=O)(c1ccccc1)N1CCN(c2ncnc3sc(-c4ccccc4)cc23)CC1,1%,?,-1%,-18
COC(=O)c1ccccc1NC(=O)C1CCN(C(=O)c2ccc(OC)cc2)CC1,1%,-6,-3%,60
C[C@@H]1C(c2ccccc2)=NN(c2ccccc2)[C@H]1C(=O)N1CCOC1=O,-16%[0.0915 µM],nt,-1%[0.00818 µM],nt
Cc1nc2cc(-c3ccccc3)nn2c(C)c1CCC(=O)NCc1ccco1,7%,3,3%,-12
Cc1ccc(C=Nc2ccccc2C(N)=O)o1,nt,nt,2%,-93*
COc1ccc(CNC(=O)c2c(C)nc3ccccn23)cc1,nt,-17[1.84 µM],0%,-16
O=C(Nc1ccccc1Cl)N1CCN(C/C=C/c2ccccc2)CC1,nt,nt,1%,-91*

# Compound profiles, from the list above:
# CCOC(=O)N1CCN(C(=O)CN(C)S(=O)(=O)c2ccc(OC)c(OC)c2)CC1 is entered as 15-hLO-2 inh = -5%; IMPase inh = -20; 12-hLO inh = -1%; PNC inhibitor = 23
# Cc1cc(C)cc(N2C(=O)C3NN=C(C(=O)OCc4ccccc4)C3C2=O)c1 (stereo not given) is entered as 15-hLO-2 inh = nt; IMPase inh = nt; 12-hLO inh = 1%; PNC inhibitor = 12
